Screening results (PubChem BioAssay)
PDI turbidity – inhibitors of human PDI, primary screen, biochemical, turbidity, single point, plate reader; PDI insulin aggregation turbidity, A650, 90 min; Protein disulfide-isomerase (Homo sapiens), P07237; inhibition, % at 10 µM; 350,000 compounds, 0.052% hits; AID 588391, 2011;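 active means mean inhibition across replicates of 30% or more, whatever share of single replicates reach that level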;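 further: absorbance from insulin aggregation driven by PDI reduction with DTT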
CaV13 ICDI inh – Primary screen for inhibitors of IQ motif and Ca2+-dependent inactivation inhibitor domain binding in CACNA1D, Förster resonance energy transfer in living cells, …. 340,000 compounds, 0.098% hits. inhibition, % at 12.3 µM. HEK cells, CFP/YFP FRET ICDI-IQ, plate reader, 10 min; percent FRET-ratio fall versus neutral wells. AID 743397;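 active means mean replicate inhibition of at least 30% and at least 1% of replicates passing that level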;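 further: 0% = median of the neutral control wells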
Peg3 promoter – Peg3 promoter-driven luciferase inhibitors, primary screen, cell-based, HeLa, luciferase luminescence; HeLa PEG-Prom luciferase reporter, overnight; inhibition, % at 20 µM; 360,000 compounds, 1.7% hits; AID 588405, 2011;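 active means inhibition of at least 50% at 20 µM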
HIF-2a block – HIF-2a reporter inhibitors, primary screen, luminescence, 786-0 RCC cells. 786-0 RCC cells HIF-2a reporter, luciferase luminescence, overnight. inhibition, % at 18.8 µM. 360,000 compounds, 0.72% hits;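 active means inhibition of the luminescence signal of 40% or more relative to plate controls, in a single-dose primary screen at 18.75 µM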
m5-HT2A agonist – mouse Htr2a agonists via beta-arrestin recruitment, primary screen, cell-based, luminescence. 5-hydroxytryptamine receptor 2A (Mus musculus), P35363. CHO-K1 mHTR2A beta-arrestin complementation; percent of 30 µM serotonin response. activation, % at 7.6 µM. 360,000 compounds, 0.66% hits;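 active means activation above a run cutoff, the mean activation of all tested compounds plus 3 SD, cut at about 14% in these data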;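 further: 0% = plate median of compound wells and 100% = 30 µM serotonin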
Target sequence (P35363 whole entry, looked up): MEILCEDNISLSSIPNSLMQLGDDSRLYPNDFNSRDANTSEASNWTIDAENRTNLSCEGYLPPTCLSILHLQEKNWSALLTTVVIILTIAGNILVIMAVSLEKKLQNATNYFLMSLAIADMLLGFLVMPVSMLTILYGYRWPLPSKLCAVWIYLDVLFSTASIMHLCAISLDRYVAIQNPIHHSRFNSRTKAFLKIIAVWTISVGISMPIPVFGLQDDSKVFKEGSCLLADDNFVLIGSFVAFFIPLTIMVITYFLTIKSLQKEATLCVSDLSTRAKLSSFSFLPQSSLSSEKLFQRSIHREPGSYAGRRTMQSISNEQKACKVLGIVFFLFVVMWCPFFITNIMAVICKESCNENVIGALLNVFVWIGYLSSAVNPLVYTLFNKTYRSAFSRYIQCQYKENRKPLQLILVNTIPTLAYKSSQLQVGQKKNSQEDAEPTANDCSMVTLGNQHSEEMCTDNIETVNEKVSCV
Cardio protect – cardioprotection against H2O2-induced cell death, primary screen, uHTS, H9c2 cells, ATPLite luminescence; protection from H2O2 cell death, % at 20 µM; H9c2 cardiomyocytes, H2O2 injury protection, 2 h; 360,000 compounds, 0.63% hits;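 active means compounds giving at least 50% protection of heart cells from peroxide-induced death in the single-dose screen, raw or plate-pattern-corrected value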;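 further: 0% = DMSO wells with peroxide and 100% = DMSO wells without peroxide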
TRPM1 prom inh – inhibitors of MITF-dependent TRPM1 promoter reporter, primary screen, cell-based, SK-MEL-5, single point, luciferase. inhibition, % at 12.5 µM. 330,000 compounds, 0.83% hits. SK-MEL-5 TRPM1 promoter luciferase, 24 h;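 active means mean inhibition across replicates of 60% or more, whatever share of single replicates reaches that level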; further: values of inactives mirror those of a sister screen read the other way
NR2E3 ag-1 – inhibitors of NR2E3-RetCOR corepressor binding, primary screen, NR2E3 agonist project, biochemical, TR-FRET, GST-NR2E3, biotin-RetCOR | Photoreceptor-specific nuclear receptor (Homo sapiens), Q9Y5X4 | 1536-well | inhibition of corepressor binding, % at 4.78 µM | 320,000 compounds, 0.12% hits | AID 2300, 2010;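 active means percent inhibition above the cutoff of mean plus 3 SD of all tested compounds, set per screening campaign, cut at about 20% in these data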;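 further: 0% = DMSO wells and 100% = biotin wells as full block of FRET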
Target sequence (Q9Y5X4 whole entry, looked up): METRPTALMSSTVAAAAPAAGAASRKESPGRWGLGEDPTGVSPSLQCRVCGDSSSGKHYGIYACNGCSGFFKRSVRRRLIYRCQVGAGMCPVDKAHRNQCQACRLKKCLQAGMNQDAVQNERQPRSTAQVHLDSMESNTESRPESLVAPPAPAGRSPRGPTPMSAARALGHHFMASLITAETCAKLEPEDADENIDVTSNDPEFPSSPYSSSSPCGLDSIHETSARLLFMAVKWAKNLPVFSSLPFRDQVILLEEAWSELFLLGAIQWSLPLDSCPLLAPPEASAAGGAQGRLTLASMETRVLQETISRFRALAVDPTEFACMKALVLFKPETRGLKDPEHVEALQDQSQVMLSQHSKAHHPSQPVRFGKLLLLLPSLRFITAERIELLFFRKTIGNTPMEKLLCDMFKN
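Material: NR2E3–RetCOR corepressor complex / Incubation: Compound–protein incubation for 5 h at 4 °C / Dosing: compound at 4.8 µM, single dose / Detection: time-resolved FRET / Benchmarks: high control biotin, low control 0.6% DMSO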
iPSC survival up – enhancers of single-cell hiPSC survival, primary screen, ATPlite luminescence. 100% = ROCK inhibitor wells, 0% = DMSO. survival enhancement, % at 20 µM. 360,000 compounds, 0.044% hits. AID 602274, 2012; in the data active means survival enhancement above about 18%;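 further: cells exposed to compounds for 16 hours before the ATP read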
Shn3 inh set2 – reduction of Shn3 3'UTR firefly luciferase signal, primary screen, Schnurri-3 inhibitor project, cell-based, Clone20 osteoblasts, set 2; Clone20 osteoblast Shn3 3'UTR firefly luciferase, 24 h; inhibition, % at 12.5 µM; 360,000 compounds, 0.52% hits; AID 588674, 2011;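 active means mean inhibition of at least 75% with every replicate also reaching 75%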;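 further: 0% = median of neutral control wells and 100% = pilot-screen positive control compound; some compounds past the cut are filed as inactive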
NR2E3 ag-2 – NR2E3 agonists in two-hybrid cells, primary screen, cell-based, luminescence, CHO-S, Gal4-NCOR/VP16-NR2E3; AID 602229, 2012; Photoreceptor-specific nuclear receptor (Homo sapiens), Q9Y5X4; luciferase; 360,000 compounds, 0.35% hits; inhibition of corepressor binding, % at 3.98 µM;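 active means inhibition above the mean of all tested compounds plus 3 SD, cut at about 70% in these data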;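 further: 0% = DMSO with NR2E3 transfected cells and 100% = cells lacking NR2E3 construct; higher means lower luciferase signal from less NR2E3 corepressor binding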
An asterisk follows results filed as active; . = no result given.

SMILES	PDI turbidity	CaV13 ICDI inh	Peg3 promoter	HIF-2a block	m5-HT2A agonist	Cardio protect	TRPM1 prom inh	NR2E3 ag-1	iPSC survival up	Shn3 inh set2	NR2E3 ag-2
Cc1ccc(OCCN2CCC2(C)C(=O)NCc2ccc(C(F)(F)F)cc2)cc1 (configuration not stated)	-2	-6	18	3	-7	-8	.	.	0.1	7	53
O=C(O)C1(S(=O)(=O)c2ccc(Cl)cc2)CCC1	1	-5	3	-2	0	-2	0	6	-0.1	-7	-26
COC(=O)[C@]12CCCCC=C1N(CCC1=CCCCC1)C(=O)[C@H](CC(=O)N1CCSCC1)C2	.	-3	.	11	-5	.	.	.	0.6	.	-16
O=c1ccc(-c2ccc(S(=O)(=O)Nc3cccc(F)c3)o2)n[nH]1	0	-7	-6	10	-5	0	8	-1	0.9	-4	-8
COc1ccc(N(CC(=O)Nc2ccccc2C)S(=O)(=O)c2ccccc2[N+](=O)[O-])c(OC)c1	3	-7	14	14	-5	5	10	0	2.3	14	-11
COc1ccc(NC(=O)/C(=C\c2cccs2)NC(=O)c2ccco2)cc1	2	-4	9	7	3	4	10	2	-1.1	-1	-3
O=C(NCc1n[nH]c(=S)n1-c1ccc(Cl)c(Cl)c1)c1cccs1	0	-2	12	14	-2	1	1	2	-0.7	2	-41
O=C(CSc1nnc(CNC(=O)c2cccs2)o1)Nc1cccc(Cl)c1	-7	-3	-8	-6	-2	-9	2	-1	-0.6	15	9
O=C1NC(=O)C2(Br)Nc3ccc(Br)cc3C(=O)C2N1 (configuration not stated)	3	-11	13	3	-2	-2	4	.	-0.3	4	-10
Brc1c(CSc2nnc(-c3ccco3)o2)nc2ccccn12	8	-6	-63	-88	0	8	-46	-3	-0.7	-21	-45
Cc1onc(-c2ccccc2)c1C(=O)OCC(=O)Nc1cccc(Cl)c1	-2	-5	15	19	-9	-4	1	1	-0.5	-6	-2
CC1SC(C)C(=O)N(CC(=O)Nc2ccc([N+](=O)[O-])cc2)C1=O (configuration not stated)	3	-6	1	21	-1	0	8	-3	0.1	1	23
C/C(=C\C(=O)c1ccc(F)cc1)Nc1ccc(N2CCOCC2)cc1	-2	-5	-33	-49	3	-9	-11	-3	-1.2	19	-5
O=C1NC[C@H](CCCCN2C[C@H](Cc3ccc(O)cc3)N(CCc3ccccc3)C(=O)C2=O)N(Cc2ccccc2)C1=O	.	-8	.	5	-2	.	.	.	1.0	.	-2
COc1cc(Cl)c(C)cc1NCC(=O)Nc1cccc(S(=O)(=O)N2CCCC2)c1	7	-14	16	-4	-11	-11	8	2	-0.3	15	0
c1ccc(-c2nc3ccccc3[nH]2)nc1	4	-19	-189	-168	-3	-5	-65	1	-2.1	-61	-129
CCc1ccc(C2CC(c3cccc(Cl)c3)n3nc(N)nc3N2)cc1 (configuration not stated)	.	-7	-29	-55	-4	-45	-6	6	-1.6	45	-42
CC(=O)c1cccc(S(=O)(=O)Nc2ccccc2N2CCOCC2)c1	4	-6	15	-7	-10	-2	-1	.	-0.5	11	4
C[C@@H]1CN([C@@H](C)CO)C(=O)Cc2cc(NC(=O)Nc3cccc4ccccc34)ccc2O[C@@H]1CN(C)S(C)(=O)=O	2	-9	9	6	3	-1	2	.	-0.9	7	-15
CCOC(=O)C1CCCN(CCC(=O)Nc2cccc(Cl)c2C)C1 (configuration not stated)	0	-6	21	11	-4	-1	0	1	0.4	2	-3
O=C(NC1CC1)C1=C[C@@H](C2CC2)C[C@@H](OCCCCO)O1	-1	-6	3	11	-7	2	13	2	12	-5	-44
O=C(NCCN1CCN(C(=O)C(c2ccccc2)c2ccccc2)CC1)C(=O)Nc1ccccc1	-2	.	1	-25	6	3	-18	1	2.3	-3	-39
CN1Cc2ccccc2CC1CNCc1c(C(=O)N2CCCC2)nc2ccccn12 (configuration not stated)	17	-5	0	-4	1	8	-1	6	0.6	14	-6
COc1ccc(/C=C(/NC(=O)c2cccs2)C(=O)Nc2ccc(C)cc2)cc1OC	0	-3	7	5	1	0	2	0	-0.7	-19	-4
CCCNC(=O)c1cccc(S(=O)(=O)N2CC3(C)CC2CC(C)(C)C3)c1 (configuration not stated)	0	-5	29	20	-7	2	4	0	0.0	12	5
Later entries
SMILES	PDI turbidity	CaV13 ICDI inh	Peg3 promoter	HIF-2a block	m5-HT2A agonist	Cardio protect	TRPM1 prom inh	NR2E3 ag-1	iPSC survival up	Shn3 inh set2	NR2E3 ag-2
CC(C)(C)N=Cc1c(O)ccc2oc3c(c12)CCCC3	-8	-4	21	25	0	73*	9	-2	-0.2	-9	8
CC(=O)c1c(C)[nH]c(C(=O)OCCCCN2C(=O)c3ccccc3C2=O)c1C	0	-4	7	19	-1	-27	21	0	-1.3	25	89*
CN(C)CCCn1c(N)c(C#N)c2nc(C#N)c(C#N)nc21	8	.	15	7	-4	2	17	4	-1.2	1	-36
Cc1cc(C)c2nc(SCCc3ccccc3)nc(C)c2c1	9	.	-37	-42	2	-18	-15	6	-1.4	-10	-14
O=C(NCC1CCCO1)C1CCCN1C(=O)NC1CCCCC1 (configuration not stated)	-13	-3	2	-1	6	1	0	3	-1.4	4	-4
CCCc1cc(=O)[nH]c(SCC(=O)Nc2sc3c(c2C#N)CCCC3)n1	10	-5	2	6	0	-2	11	2	0.0	-15	51
Cn1c(Cn2c(=O)sc3ccccc32)nnc1SCC(=O)NCc1ccccc1	.	-3	-3	0	5	12	9	5	0.6	-23	-32
Cc1cc(NC(=O)c2cccc(S(=O)(=O)N3CC(c4ccccc4)CC3=O)c2)no1 (configuration not stated)	.	-10	14	4	-5	-7	4	3	-0.6	-9	17
O=C(CSc1ncccn1)NC(=O)NC1CCCC1	-29	-6	-2	-2	-4	2	.	.	0.0	6	-42
COc1ccc(N2CCN(C(=O)C3CCCN(S(=O)(=O)c4ccc5c(c4)oc(=O)n5C)C3)CC2)cc1 (configuration not stated)	5	-7	18	-3	3	-10	-5	0	-0.2	22	10
Cc1ccc(C(O)c2ncc(-c3ccccc3F)[nH]2)cc1F (configuration not stated)	-2	-7	-67	-142	2	-6	.	.	-2.6	-15	-35
COc1ccc2c(C)c(Cl)c(=O)oc2c1	7	.	-23	-9	4	-8	-3	-2	-0.8	7	-2
COc1ccc(-c2nc(N)ncc2-c2ccc(Cl)cc2)c(O)c1	-1	-2	54*	16	3	-6	.	-3	-0.3	0	-8
Cc1cccc(NC(=S)NCC(c2cccnc2)N2CCOCC2)c1 (configuration not stated)	-1	-14	10	18	4	1	-2	6	2.0	-5	4
COc1ccc(S(=O)(=O)Nc2cccc(SC)c2)cc1C(=O)N1CCOCC1	-2	-2	16	5	1	-4	-8	2	1.5	-11	-11
CC(=O)Nc1ccc(NC2=CC(=O)c3ccccc3C2=O)cc1	7	-6	-188	-159	2	-15	42	-5	-0.1	-73	-95
O=C1c2ccccc2C(=O)c2c(Nc3ccc(CCO)cc3)ccc(O)c21	-3	-4	-22	-30	-5	0	15	-14	-0.3	11	-28
Cc1ccc2nc(-c3ccc(NC(=S)NCCC(C)C)cc3)sc2c1	2	-3	-236	-150	-3	-13	-29	3	-3.3	-17	-138
CCN(CC)S(=O)(=O)c1ccc(/C=C/C(=O)OCC(=O)N(C)C)cc1	19	15	-4	16	-1	2	8	-1	-0.3	9	18
Cc1ccc(NCC(=O)Nc2ccc(F)c(Cl)c2)cc1S(=O)(=O)N1CCOCC1	0	-12	14	7	6	-12	.	.	-1.7	29	5
O=C(NCC1COCCO1)c1cc(COc2ccc(F)cc2F)on1 (configuration not stated)	-1	.	16	6	-9	1	-1	-1	-0.2	-2	-8
COc1ccc(OC)c(/C(O)=C/C(=O)C(=O)Nc2cc(C)cc(C)c2)c1	21	-4	1	29	-3	2	-5	4	1.7	1	-12
CCN(CC(=O)Nc1ccc(C)c(F)c1)CC(=O)NC(C)(C)C	-15	-19	9	0	-4	2	1	5	0.1	-12	11

Reformatted: results already given.
Order of values – PDI turbidity	CaV13 ICDI inh	Peg3 promoter	HIF-2a block	m5-HT2A agonist	Cardio protect	TRPM1 prom inh	NR2E3 ag-1	iPSC survival up	Shn3 inh set2	NR2E3 ag-2
CC(C)(C)N=Cc1c(O)ccc2oc3c(c12)CCCC3
    -8	-4	21	25	0	73*	9	-2	-0.2	-9	8
CC(=O)c1c(C)[nH]c(C(=O)OCCCCN2C(=O)c3ccccc3C2=O)c1C
    0	-4	7	19	-1	-27	21	0	-1.3	25	89*
CN(C)CCCn1c(N)c(C#N)c2nc(C#N)c(C#N)nc21
    8	.	15	7	-4	2	17	4	-1.2	1	-36
Cc1cc(C)c2nc(SCCc3ccccc3)nc(C)c2c1
    9	.	-37	-42	2	-18	-15	6	-1.4	-10	-14
O=C(NCC1CCCO1)C1CCCN1C(=O)NC1CCCCC1 (configuration not stated)
    -13	-3	2	-1	6	1	0	3	-1.4	4	-4
CCCc1cc(=O)[nH]c(SCC(=O)Nc2sc3c(c2C#N)CCCC3)n1
    10	-5	2	6	0	-2	11	2	0.0	-15	51
Cn1c(Cn2c(=O)sc3ccccc32)nnc1SCC(=O)NCc1ccccc1
    .	-3	-3	0	5	12	9	5	0.6	-23	-32
Cc1cc(NC(=O)c2cccc(S(=O)(=O)N3CC(c4ccccc4)CC3=O)c2)no1 (configuration not stated)
    .	-10	14	4	-5	-7	4	3	-0.6	-9	17
O=C(CSc1ncccn1)NC(=O)NC1CCCC1
    -29	-6	-2	-2	-4	2	.	.	0.0	6	-42
COc1ccc(N2CCN(C(=O)C3CCCN(S(=O)(=O)c4ccc5c(c4)oc(=O)n5C)C3)CC2)cc1 (configuration not stated)
    5	-7	18	-3	3	-10	-5	0	-0.2	22	10
Cc1ccc(C(O)c2ncc(-c3ccccc3F)[nH]2)cc1F (configuration not stated)
    -2	-7	-67	-142	2	-6	.	.	-2.6	-15	-35
